Screens deposited in PubChem by several laboratories.
DTT redox prof = compounds producing H2O2 with reducing agent – biochemical, NIH compound library profiling, artefact control for MLSCN library redox annotation, primary screen | activation, % at 10 µM | DTT-dependent redox cycling H2O2, phenol red/HRP absorbance; 100% = 100 µM peroxide control, 0% = buffer | 0.03% of 200,000 active;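 active means activation of at least 50% relative to the plate's high and low controls in the primary single-dose screen; inactive means activation below 50%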;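 further: compound incubated with DTT at 0.8 mM final as the reducing agent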
NF-kB expr up = compounds increasing NF-kB expression in human neuronal cells; NF-kB reporter expression; active compounds read high; fold change at 12.5 µM; 1.6% of 190,000 active; AID 1239; in the data active means fold change above about 3.3
APP 5'UTR act = APP 5'UTR luciferase reporter activation; SH-SY5Y APP 5'UTR luciferase reporter, luminescence; zero percent = DMSO vehicle wells; activation, % at 2 µM; 1% of 190,000 active; AID 1276;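 active means activation above a set limit, based on mean plus 3 SD of controls, cut at about 140% in these data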; further: values of inactives mirror those of a sister screen read the other way
STAT3 activator = increases IL-6 driven STAT3 reporter signal; activation (% of control), % at 5.6 µM; 0.91% of 190,000 active; U3A cells, IL-6 STAT3-luciferase reporter, luminescence; 100% = signal with IL-6 EC80 alone;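 active means activation above the screen-wide mean of compound activation plus 3 SD, cut at about 130% in these data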;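 further: 0% = background luminescence of wells with medium and substrate only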
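system = STAT3-luciferase reporter U3A cells | reagent = IL-6 stimulus at 33 ng/mL final | timing = 1 h compound pre-exposure, 6 h IL-6 stimulation, 37 °C | measured by = luminescence | evaluation = % activation versus median of IL-6-stimulated wells | control set = IL-6-only wells as 100% reference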
Hsp70 activator = transcriptional activators of Hsp70; AID 1203; 0.04% of 200,000 active; HeLa Hsp70 promoter luciferase reporter, luminescence; scaled: vehicle 0, proteasome-inhibitor control 100%; activation, % at 10 µM;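 active means activation above the mean across all tested compounds plus 3 SD, cutoff set per campaign, cut at about 5.5% in these data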;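 further: 100% = MG132 at 30 µM as the positive control and 0% = DMSO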
STAT1 inh = inhibitors of IFN-gamma induced STAT1 signaling; NIH 3T3 STAT1-luciferase reporter, luminescence; inhibition, % at 5.5 µM; 0.35% of 200,000 active; AID 920;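 active means inhibition above a set limit, the mean inhibition across all tested compounds plus 3 SD, cut at about 34% in these data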;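 further: 0% = IFN-gamma with DMSO and 100% = IFN-gamma with 300 µM nifuroxazide; values of inactives mirror those of a sister screen read the other way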
TLR4 MyD88 comp = blocks binding of human TLR4 to MyD88; HeLa CL3-4 TLR4/MyD88 BLA complementation, FRET ratio; 0.18% of 200,000 active; inhibition, % at 8.4 µM; O00206+Q99836; in the data active means inhibition above about 25%;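 further: 0% = vehicle and 100% = reference inhibitor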
Target sequence (O00206 whole entry, looked up): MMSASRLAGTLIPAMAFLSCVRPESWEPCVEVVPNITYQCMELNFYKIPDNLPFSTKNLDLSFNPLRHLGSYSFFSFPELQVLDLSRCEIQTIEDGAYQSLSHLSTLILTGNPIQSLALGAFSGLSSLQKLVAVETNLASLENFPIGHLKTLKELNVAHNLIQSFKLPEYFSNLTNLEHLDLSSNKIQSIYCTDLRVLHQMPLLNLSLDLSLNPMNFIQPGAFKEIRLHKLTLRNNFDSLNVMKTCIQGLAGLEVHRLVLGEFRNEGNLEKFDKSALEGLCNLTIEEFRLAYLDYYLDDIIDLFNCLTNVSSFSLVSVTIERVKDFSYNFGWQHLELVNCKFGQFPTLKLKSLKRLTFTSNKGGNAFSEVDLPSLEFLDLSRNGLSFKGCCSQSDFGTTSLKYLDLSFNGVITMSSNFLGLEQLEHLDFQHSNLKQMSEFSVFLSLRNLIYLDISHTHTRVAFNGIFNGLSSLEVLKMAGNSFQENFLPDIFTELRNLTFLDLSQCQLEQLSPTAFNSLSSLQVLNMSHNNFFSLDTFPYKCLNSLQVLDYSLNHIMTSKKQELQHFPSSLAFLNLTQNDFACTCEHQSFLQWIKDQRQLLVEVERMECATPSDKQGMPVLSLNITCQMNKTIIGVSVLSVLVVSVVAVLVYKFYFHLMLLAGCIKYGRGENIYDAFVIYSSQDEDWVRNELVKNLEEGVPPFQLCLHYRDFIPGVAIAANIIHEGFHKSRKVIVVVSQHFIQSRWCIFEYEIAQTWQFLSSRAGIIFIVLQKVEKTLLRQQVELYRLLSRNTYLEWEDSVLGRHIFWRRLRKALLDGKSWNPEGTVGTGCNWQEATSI
Target sequence (Q99836 whole entry, looked up): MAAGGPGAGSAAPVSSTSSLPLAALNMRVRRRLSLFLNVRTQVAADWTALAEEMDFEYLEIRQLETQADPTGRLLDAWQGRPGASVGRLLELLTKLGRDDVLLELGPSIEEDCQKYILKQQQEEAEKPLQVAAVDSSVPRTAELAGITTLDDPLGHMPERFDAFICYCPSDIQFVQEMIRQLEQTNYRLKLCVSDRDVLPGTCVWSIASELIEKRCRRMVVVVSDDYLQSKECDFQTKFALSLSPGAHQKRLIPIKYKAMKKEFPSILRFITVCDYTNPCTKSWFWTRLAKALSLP
STAT3 blocker = STAT3 signaling inhibition; U3A cells, IL-6 STAT3-luciferase reporter, luminescence; host cell line lacks STAT1; inhibition, % at 5.5 µM; 0.89% of 190,000 active; AID 862;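 active means inhibition above the mean inhibition across all screened compounds plus 3 SD, cut at about 44% in these data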;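 further: 0% = DMSO only wells and 100% = 100 µM nifuroxazide control wells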
Efa HMGR inh = blocks class II HMG-CoA reductase of Enterococcus faecalis; purified E. faecalis HMGR, NADPH absorbance 340 nm kinetic; inhibition, % at 10 µM; 0.41% of 190,000 active; AID 1066;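 active means inhibition above a set limit, the median over all tested compounds plus 3 SD, cut at about 9.5% in these data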;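 further: enzyme runs in reverse so mevalonate oxidation gives rising NADPH absorbance; 0% = complete reaction with DMSO and 100% = background rate lacking mevalonate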
STAT1 activator = increases IFN-gamma driven STAT1 reporter signal | NIH 3T3 STAT1-luciferase reporter, luminescence; 100% = IFN-gamma alone, no compound | activation (% of control), % at 5.5 µM | 2.6% of 200,000 active | AID 932;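 active means activation above the screen-wide mean activation plus 3 SD, cut at about 130% in these data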;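 further: raw ratio to IFN-gamma control signal so 100% means no change and 0% no light; values of inactives mirror those of a sister screen read the other way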
An asterisk follows results filed as active; nt = no result given.

SMILES | DTT redox prof | NF-kB expr up | APP 5'UTR act | STAT3 activator | Hsp70 activator | STAT1 inh | TLR4 MyD88 comp | STAT3 blocker | Efa HMGR inh | STAT1 activator
Cc1cc(C(=O)OCC(=O)N2c3ccccc3CC2C)c(C)o1 (configuration not stated) | -0.2 | 1.2 | -2 | 99 | -0.5 | -3 | -7 | 1 | 4 | 102
COc1ccc(Cc2noc(CN(C)CC(O)c3ccccc3)n2)cc1OC (configuration not stated) | -1.0 | 0.93 | 2 | 107 | 0.2 | 16 | -2 | -7 | -9 | 84
O=[N+]([O-])c1ccc(Sc2nccn2Cc2ccccc2)cc1 | 1.2 | 1.1 | 22 | 98 | -0.4 | 7 | -15 | 9 | -4 | 94
O=C(Nc1ccc2c(c1)OCO2)c1cc2ncc(Br)cn2n1 | -0.3 | 1.1 | 13 | 106 | 0.0 | -1 | -12 | -4 | -1 | 100
CSc1ccccc1N1CCN(C(=O)Nc2ccc3c(c2)NC(=O)CO3)CC1 | 1.2 | 0.76 | 13 | 80 | -0.4 | 17 | -2 | 33 | 3 | 85
O=C(CN1CC(c2ccccc2)CC1=O)N/N=C/c1cc(Br)ccc1O (configuration not stated) | -0.3 | 2.9 | -29 | 96 | -0.4 | -3 | 8 | 8 | -4 | 103
CC(C)Sc1nc2ncnc(N)c2[nH]1 | -0.1 | 1.1 | 24 | 100 | -0.4 | 7 | 1 | 5 | -5 | 94
Cc1ccc(-n2ncc3c(=O)n(CC(=O)N4CCCc5ccccc54)cnc32)cc1C | 0.6 | 0.49 | 4 | 96 | -0.1 | -3 | 0 | 7 | -2 | 102
c1ccc(-n2ncc3c(N4CCCCC4)ncnc32)cc1 | -0.9 | 2 | 115 | 25 | -0.5 | 66* | -3 | 96* | -1 | 40
COc1ccc(CC(=O)Nc2ccccc2NC(=O)c2ccco2)cc1OC | 0.2 | 1.4 | -17 | 100 | 0.0 | -2 | -3 | 8 | -3 | 100

10 successive compounds out of the list so far, for reference:
SMILES | DTT redox prof | NF-kB expr up | APP 5'UTR act | STAT3 activator | Hsp70 activator | STAT1 inh | TLR4 MyD88 comp | STAT3 blocker | Efa HMGR inh | STAT1 activator
Cc1cc(C(=O)OCC(=O)N2c3ccccc3CC2C)c(C)o1 (configuration not stated) | -0.2 | 1.2 | -2 | 99 | -0.5 | -3 | -7 | 1 | 4 | 102
COc1ccc(Cc2noc(CN(C)CC(O)c3ccccc3)n2)cc1OC (configuration not stated) | -1.0 | 0.93 | 2 | 107 | 0.2 | 16 | -2 | -7 | -9 | 84
O=[N+]([O-])c1ccc(Sc2nccn2Cc2ccccc2)cc1 | 1.2 | 1.1 | 22 | 98 | -0.4 | 7 | -15 | 9 | -4 | 94
O=C(Nc1ccc2c(c1)OCO2)c1cc2ncc(Br)cn2n1 | -0.3 | 1.1 | 13 | 106 | 0.0 | -1 | -12 | -4 | -1 | 100
CSc1ccccc1N1CCN(C(=O)Nc2ccc3c(c2)NC(=O)CO3)CC1 | 1.2 | 0.76 | 13 | 80 | -0.4 | 17 | -2 | 33 | 3 | 85
O=C(CN1CC(c2ccccc2)CC1=O)N/N=C/c1cc(Br)ccc1O (configuration not stated) | -0.3 | 2.9 | -29 | 96 | -0.4 | -3 | 8 | 8 | -4 | 103
CC(C)Sc1nc2ncnc(N)c2[nH]1 | -0.1 | 1.1 | 24 | 100 | -0.4 | 7 | 1 | 5 | -5 | 94
Cc1ccc(-n2ncc3c(=O)n(CC(=O)N4CCCc5ccccc54)cnc32)cc1C | 0.6 | 0.49 | 4 | 96 | -0.1 | -3 | 0 | 7 | -2 | 102
c1ccc(-n2ncc3c(N4CCCCC4)ncnc32)cc1 | -0.9 | 2 | 115 | 25 | -0.5 | 66* | -3 | 96* | -1 | 40
COc1ccc(CC(=O)Nc2ccccc2NC(=O)c2ccco2)cc1OC | 0.2 | 1.4 | -17 | 100 | 0.0 | -2 | -3 | 8 | -3 | 100

Remaining list, next part.
SMILES | DTT redox prof | NF-kB expr up | APP 5'UTR act | STAT3 activator | Hsp70 activator | STAT1 inh | TLR4 MyD88 comp | STAT3 blocker | Efa HMGR inh | STAT1 activator
CCOc1ccc(-c2cc(CCCC(=O)Nc3cccc(OC)c3)no2)cc1 | -1.1 | 0.68 | -79 | 92 | -0.4 | 4 | 12 | 10 | 3 | 97
CCn1c(-c2ccc(N)cc2)nc2ccccc21 | -0.2 | 1.1 | -1 | 106 | -0.2 | -15 | 1 | 2 | -7 | 114
Cc1ccc(S(=O)(=O)NN2C(=O)c3ccccc3NC2c2ccccc2O)cc1 (configuration not stated) | 0.0 | 1.2 | 4 | 99 | -0.3 | 2 | -13 | 7 | -4 | 100
CC(Sc1nc(N)cc(=O)[nH]1)C(=O)Nc1cccc(Cl)c1 (configuration not stated) | -0.4 | 0.95 | -6 | 98 | -0.1 | 0 | 4 | 2 | -4 | 100
CC(CCc1ccccc1)NC(=O)c1ccc(C(=O)NC(C)CCc2ccccc2)cc1 (configuration not stated) | 0.2 | 0.88 | -10 | 53 | -0.5 | 3 | 0 | 60* | 2 | 97
CCOc1ccc(C(=O)NCC(=O)OCc2cc(C(C)=O)ccc2OC)cc1 | 0.4 | 0.98 | 26 | 105 | -0.2 | 3 | 5 | -6 | 6 | 98
CCN(Cc1ccncc1)C(=O)c1cccc(S(=O)(=O)N2CCOCC2)c1 | -0.5 | 1.1 | -40 | 95 | -0.4 | -2 | 5 | 12 | -3 | 102
COc1ccc(OC)c(C(=O)CSc2nnc(-c3cccnc3)n2C)c1 | 3.8 | 1 | 6 | 100 | -0.5 | -3 | -5 | 5 | -7 | 103
CC1CC(c2ccccc2)n2nc(NC(=O)c3ccco3)nc2N1 (configuration not stated) | 0.1 | 1.5 | 14 | 101 | -0.4 | -7 | 7 | 5 | -3 | 106
CCc1ccc(S(=O)(=O)N2CC(=O)Nc3ccccc32)cc1 | 0.0 | 1.1 | 0 | 102 | -0.1 | -8 | -3 | 4 | 1 | 107
O=C(c1ccncc1)c1ccc(N2CCN(C3CC(=O)N(Cc4cccs4)C3=O)CC2)cc1 (configuration not stated) | -0.1 | 0.65 | -8 | 69 | -0.3 | 14 | 0 | 42 | -5 | 85
CCCCCOC(=O)Cc1c(C)nc(-c2ccccc2)[nH]c1=O | -0.1 | 1.1 | -6 | 100 | -0.3 | 2 | -1 | 4 | -1 | 98
COc1c(C)cccc1C(=O)Nc1cc(-c2nn3c(C)nnc3s2)ccc1C | -0.2 | nt | -7 | 72 | -0.3 | -1 | 8 | 38 | nt | 101
O=C(OCC(=O)N1CCN(C(=O)c2ccco2)CC1)c1ccccc1C(=O)c1ccccc1 | 5.7 | 1 | 10 | 108 | -0.4 | 8 | 10 | -6 | -3 | 93
COc1ccc(N2C(=O)CC(SCCc3nc4ccccc4[nH]3)C2=O)cc1 (configuration not stated) | -7.9 | 1.1 | -14 | 98 | 0.1 | 4 | -7 | 7 | -10 | 97
O=S(=O)(NC1CC2CCC1C2)c1ccc(Br)s1 (configuration not stated) | 4.0 | 1 | 10 | 97 | -0.3 | -6 | -2 | 6 | -6 | 106
CC(C)(C)NC(=O)C(c1ccc(F)cc1)N(CCc1ccccc1)C(=O)c1ccn[nH]1 (configuration not stated) | 0.1 | 0.88 | -7 | 103 | -0.3 | 3 | -12 | -1 | -1 | 95
Cc1ccc(Nc2nc3nonc3[nH]c2=O)cc1 | -0.4 | 1.7 | 4 | 99 | 0.2 | -16 | 0 | 6 | -4 | 114
C=CCC(=O)N1CCCC(CCC(=O)NCc2ccccc2F)C1 (configuration not stated) | -0.5 | 1.3 | -4 | 103 | -0.1 | -12 | -6 | 2 | -2 | 110
C/C(=N\Nc1nc2ccccc2s1)c1cccs1 | -0.5 | 4.2* | 177* | 109 | -0.4 | -65 | -1 | -14 | -3 | 164*
CCOC(=O)C1=C(C)NC(=O)NC1c1ccc(OCC(N)=O)cc1 (configuration not stated) | 0.6 | 1.5 | -9 | 106 | 0.3 | 7 | 4 | -4 | -1 | 88
C=CCn1c(CSc2nc3ccccc3s2)nnc1SCC(=O)NCCN1CCOCC1 | 0.7 | 0.85 | 13 | 98 | -0.4 | 5 | 2 | 4 | -3 | 97
Cc1cc(NC(=O)c2cc3n(n2)C(C(F)(F)F)CC(c2ccco2)N3)n(-c2ccccc2)n1 (configuration not stated) | 0.4 | 0.73 | -10 | 89 | -0.4 | 10 | 12 | 17 | 2 | 92
COC(=O)c1cn(-c2ccccc2)nc1-c1ccccc1 | -0.5 | 1.3 | -9 | 91 | -0.2 | -8 | 5 | 14 | -7 | 107
CC(C)(C)NC(=O)CCCSc1nc2ccccc2s1 | -0.7 | 2.2 | 59 | 99 | 0.0 | -17 | 6 | 3 | 1 | 114
Cc1ccc(/C(N)=N/OC(=O)Oc2ccccc2)cc1 | 0.3 | 0.91 | 2 | 104 | 0.3 | -3 | -4 | -5 | 1 | 104
O=C(N/N=C/C=C/c1ccccc1)c1ccccc1Br | 1.1 | 1.4 | -14 | 90 | 0.3 | -13 | -16 | 16 | -1 | 112
COc1ccc(C(C(=O)NC2CCCCC2)N(C(=O)Cc2c[nH]c3ccccc23)c2ccccc2C)cc1OC (configuration not stated) | 0.1 | 0.92 | 13 | 116 | -0.3 | 1 | -3 | -22 | -2 | 100
Cc1noc(C)c1COC(=O)c1ccc(-c2nc3ccccc3s2)s1 | 3.2 | 2.9 | 15 | 93 | -0.5 | -14 | -12 | 12 | 0 | 113
O=C(CSc1nnnn1-c1ccccc1)N1CCc2ccccc2C1 | -0.4 | 1.1 | 15 | 90 | -0.3 | 0 | -10 | 14 | -3 | 100

Next section, starting with the last 2 of the part before.
SMILES | DTT redox prof | NF-kB expr up | APP 5'UTR act | STAT3 activator | Hsp70 activator | STAT1 inh | TLR4 MyD88 comp | STAT3 blocker | Efa HMGR inh | STAT1 activator
Cc1noc(C)c1COC(=O)c1ccc(-c2nc3ccccc3s2)s1 | 3.2 | 2.9 | 15 | 93 | -0.5 | -14 | -12 | 12 | 0 | 113
O=C(CSc1nnnn1-c1ccccc1)N1CCc2ccccc2C1 | -0.4 | 1.1 | 15 | 90 | -0.3 | 0 | -10 | 14 | -3 | 100
O=c1oc2cc(O)ccc2cc1-c1ccc(F)cc1 | 1.6 | 2.7 | 39 | 93 | 0.2 | -14 | 5 | 13 | -6 | 112
COc1ccccc1-c1cn(S(=O)(=O)c2ccc(F)cc2)nc1N | 2.2 | 0.81 | -8 | 82 | 0.1 | 14 | -2 | 26 | 4 | 87
CC(C)N(C(=O)Nc1ccc2nsnc2c1)C(C)C | -0.1 | 1.4 | 12 | 101 | -0.3 | 11 | 13 | 1 | -5 | 90
COc1cc2c(C(=O)NCCCN3CC(C)CC(C)C3)cn(CC(C)C)c(=O)c2cc1OC (configuration not stated) | -0.2 | 0.88 | 0 | 106 | -0.3 | -1 | 6 | -4 | -3 | 101
O=C(/C=C/c1ccc(Cl)cc1Cl)NC(=S)Nc1ccccn1 | 2.4 | 2.3 | 60 | 93 | -0.1 | -28 | 1 | 16 | 6 | 123
O=C1CCC(=O)N1c1ccc(NCCc2ccccc2F)c([N+](=O)[O-])c1 | -1.3 | 1.6 | -15 | 101 | -0.1 | -16 | -7 | 1 | 0 | 114
CCOC(=O)C1CCN(C(=O)c2ccccc2N(C)S(=O)(=O)c2ccccc2)CC1 | 0.5 | 1.2 | 7 | 103 | -0.4 | 9 | -1 | -2 | -3 | 92

No enrichment for hits, and some 5.6% of all compounds hit somewhere here.
